# Yp Topo-I inh: blocks Yersinia pestis topoisomerase I activity; 0.064% of 360,000 active; Y. pestis Topo-I cleavage product accumulation, plate reader; activity, % at 10 µM; in the data active = activity above about 50%, passing the limit was not always enough; inconclusive = no clear call, values can overlap the other calls; also: inactives centre near 2
# PriA SSB inh: inhibitors of Klebsiella pneumoniae PriA binding to SSB C-terminal tail | AlphaScreen SSBct-PriA binding, biotinylated peptide | inhibition, % at 33 µM | 0.6% of 430,000 active; in the data active = inhibition mostly above about 37%, no sharp cut-off; inactive = mostly below about 20%;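 also: plate controls were negative control peptide for no effect and reference peptide for full effect; strong numbers were not always called active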
# PfHsp40 yeast: compounds rescuing yeast from Plasmodium falciparum HSP40 toxicity. S. cerevisiae expressing PfHsp40, growth rescue, ATP luminescence. growth rescue, % at 12.5 µM. 0.68% of 340,000 active; in the data active = growth rescue above about 28%, passing the limit was not always enough; inconclusive = no clear call, values can overlap the other calls;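 also: yeast W303a lacking pdr1 and pdr3 grown in galactose medium; growth measured after three days at 30 °C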
# VHR inh abs: blocks human VHR1 dual specificity phosphatase. P51452. recombinant VHR phosphatase, pNPP absorbance. 0.52% of 290,000 active. inhibition, % at 13.3 µM; in the data active = inhibition above about 50%; also: some compounds called inactive have numbers as strong as hits
# CCHFV vOTU inh: blocks the CCHF virus ovarian tumor domain protease. CCHFV vOTU protease, Pep-AMC fluorescence. inhibition, % at 11.5 µM. 0.55% of 370,000 active; in the data active = inhibition above about 30%; also: 0% = vehicle wells with enzyme and 100% = no enzyme wells
# BH1578 lux ind: inducers of Vibrio cholerae quorum light production without autoinducers; V. cholerae BH1578 lux reporter, luminescence, 6 h; activation, % at 18.7 µM; 0.16% of 350,000 active; in the data active = activation mostly above about 9.7%, no sharp cut-off; inconclusive = no clear call, values can overlap the other calls; inactive = mostly below about 3.7%; also: not every result past the cut was called active; inactives centre near 0; reference of the scale not given here
# 3CLpro inhibitor: SARS-CoV 3CLpro protease inhibition; recombinant SARS-CoV 3CLpro, quenched FRET peptide cleavage; inhibition, % at 6 µM; 0.14% of 290,000 active; AID 1706; in the data active = inhibition above about 12%
# BoNT-A LC inh2: blocks Botulinum neurotoxin A light chain protease; multiplex microsphere protease substrate cleavage, flow cytometry; inhibition, % at 10 µM; 0.17% of 360,000 active; also: plate controls were buffer without enzyme for full effect and enzyme alone for no effect
# Anthrax LF prot: anthrax lethal factor protease inhibition; AID 588501; inhibition, % at 10 µM; 0.12% of 360,000 active; multiplex microsphere protease cleavage assay, LF; also: plate controls were buffer without enzyme for full effect and enzyme alone for no effect
# TcdB inh: blocks C. difficile toxin B glycohydrolase activity; 0.24% of 350,000 active; TcdB glycohydrolase enzymatic assay, plate reader; inhibition, % at 9.99 µM; P18177; in the data active = inhibition above about 10%
# Active calls of the source: *; i = inactive; ? = inconclusive; . = no result given; & = joins results of further samples. Rule as the data show it, unless noted: active = inhibition above about 30%; inconclusive = no clear call, values can overlap the other calls; inactive = below that. Some of the compounds tested, so the mix of outcomes need not match the whole.
SMILES,Yp Topo-I inh,PriA SSB inh,PfHsp40 yeast,VHR inh abs,CCHFV vOTU inh,BH1578 lux ind,3CLpro inhibitor,BoNT-A LC inh2,Anthrax LF prot,TcdB inh
O=C(Cn1c(=O)[nH]c2ccccc2c1=O)Nc1ccc2c(c1)OCCO2,-6,-5,0.7,6,16,0.0,2,-0.3,-1,0.0
Cn1c(N)c(S(=O)(=O)NCc2ccccc2Cl)c(=O)n(C)c1=O,-2,-9,-1.6,40,-11,i,0,0.2,-1,1.7
COCCN1Cc2cccc(C(=O)N3CCN(c4cc(C)ccc4C)CC3)c2C1=O,15,2,0.9,17,7,i,-4,0.9,-7,4.0
N#Cc1ccccc1NC(=O)CC1c2ccccc2Oc2ccccc21,8,2,-0.2,8,10,-0.5,-4,1.4,6,1.5
O=C(O)C1CSC2(CCN(Cc3ccccc3)CC2)N1 (stereo unspecified),3,-4,0.7,9,-11,-0.4,-1,0.3,-1,-1.0
O=C(NCc1ccccc1Cl)c1ccc(S(=O)(=O)N2CCCC2)cc1,-7,-19,-0.4,.,6,i,.,1.8,1,2.2
CC(=O)c1cc2c(cc1NC(=O)CN(C)S(=O)(=O)c1cccs1)OCO2,-7,-6,-0.1,.,-3,i,.,0.7,-6,1.6
CN(CC(=O)Nc1c(Cl)cccc1Cl)CC(=O)N(C)C1(C#N)CCCCC1,1,-8,1.1,.,-14,i,.,-0.4,-3,0.1
O=C(Nc1cccs1)Nc1c(F)c(F)cc(F)c1F,-6,-2,0.7,3,8,-0.4,5,3.9,1,1.5
CN(CCc1cn[nH]c1)Cc1nc(Cc2ccccc2F)no1,5,-3,0.5,-1,-3,.,5,-0.8,-1,-2.1
COc1ccc(OC)c(C2=NS(=O)(=O)N(C)C(C(=O)Nc3cccc(C(C)=O)c3)=C2)c1,0,12,2.1,18,1,-0.4,-1,-0.3,2,0.9
CC1C(=O)N2CCCc3cc(S(=O)(=O)Nc4ccccc4F)cc1c32 (stereo unspecified),-1,6,0.0,.,2,-4.8,.,7.8,-3,1.0
COc1ccc(Cn2ccnc2CO)cc1[N+](=O)[O-],5,1,-1.0,1,-11,-0.3,7,-1.2,-8,0.4
CCN(c1ccccc1)S(=O)(=O)c1ccc2[nH]c(=O)c(=O)[nH]c2c1,4,-13,1.3,20,9,-0.3,-1,-2.7,2,3.1
O=C(Nc1cccc2ccccc12)C(=O)C1C(=O)Nc2ccccc21 (stereo unspecified),-3,9,7.2,17,4,-0.8,3,0.2,-2,1.0
O=C(O)C(=Cc1ccccc1[N+](=O)[O-])c1ccc2c(c1)OCO2,1,.,.,.,-16,i,.,-0.4,0,-2.2
CCS(=O)(=O)c1ccc2c(c1)N(S(=O)(=O)c1ccccc1)CC(C(=O)O)O2 (stereo unspecified),-9,-13,-0.8,12,-3,-5.9,6,0.7,2,.
O=C(CN1CCN(S(=O)(=O)c2cccs2)CC1)N1CCCCC1,1,-7,-0.1,.,-3,-1.2,.,3.1,8,1.7
Cc1ccc(CC2S/C(=C(/C#N)C(=O)N3CCOCC3)N(c3ccccc3)C2=O)cc1 (stereo unspecified),-10,2,-0.1,12,-1,-0.4,-1,-0.6,-1,0.3
Cc1c(C2(O)CCCCC2)[nH]c2ccc(C#N)cc12,-5,-7,0.8,.,3,0.7,.,0.3,-3,.
Cc1cccc([N+](=O)[O-])c1C(=O)O,7,-11,-1.3,.,2,-0.1,.,-0.9,-1,-0.3
CCn1ncc(-c2cc(C(=O)O)no2)c1C,.,0,-1.1,26,0,.,2,.,.,1.0
Cc1c(CC(=O)N[C@@H](C)C(=O)O)c(=O)oc2cc3oc4c(c3cc12)CCCC4,4,1,0.8,-22,-15,i,-2,-1.2,-19,1.1
C/C(=N\NC(=O)c1ccccc1NC(=O)c1ccc(Cl)cc1)c1ccncc1,-8,.,0.2,18,-8,-0.7,2,0.2,0,1.3
C[C@H]1CN([C@@H](C)CO)C(=O)CCCn2nncc2CO[C@@H]1CN(C)C(=O)c1ccc2ccn(C)c2c1,6,.,.,.,-1,-0.4,.,-0.1,3,0.0&0.2

# Next section (two carried over from the part before).
SMILES,Yp Topo-I inh,PriA SSB inh,PfHsp40 yeast,VHR inh abs,CCHFV vOTU inh,BH1578 lux ind,3CLpro inhibitor,BoNT-A LC inh2,Anthrax LF prot,TcdB inh
C/C(=N\NC(=O)c1ccccc1NC(=O)c1ccc(Cl)cc1)c1ccncc1,-8,.,0.2,18,-8,-0.7,2,0.2,0,1.3
C[C@H]1CN([C@@H](C)CO)C(=O)CCCn2nncc2CO[C@@H]1CN(C)C(=O)c1ccc2ccn(C)c2c1,6,.,.,.,-1,-0.4,.,-0.1,3,0.0&0.2
C[N+]12CCCCC1C(COC(=O)c1ccc3c(c1)OCO3)CCC2 (stereo unspecified),5,-12,-0.6&1.1,13,5,-0.3&12,-3,-1.2,2,-0.8
O=c1c(Oc2ccccc2Br)c(C(F)(F)F)oc2c(CN3CCCC3)c(O)ccc12,-11,-4,-1.3,-8,-1,-0.7,3,-0.6,-1,.
CCOC(=O)C1=NN(c2ccc(C)cc2)C2(S1)SC(C(C)=O)=C(C)N2c1ccccc1 (stereo unspecified),3,5,-1.6,20,7,-6.7,4,-1.2,-7,.
CCn1c(SCC(=O)NNC(=O)c2ccc(OC)cc2)nnc1-c1ccco1,2,0,0.6,0,-7,-0.2,1,-1.1,-5,0.8
CCN(CC(=O)Nc1c(F)cccc1F)C(=O)c1cccc(-n2cnnn2)c1,-4,-8,-1.3,.,13,i,.,0.8,-7,0.5
C#CCNC(=O)C1=C[C@H](C(C)(C)C)C[C@H](OCc2ccc(CO)cc2)O1,0,9,-0.9,7,-3,-0.6,1,0.0,0,2.1
COc1cc(Cl)ccc1OCc1cc(C(=O)N2C[C@H]3CC[C@H]2C3)no1,13,-9,0.8,53*,14,i,2,-8.0,-1,2.1
O=C(CCn1cnnn1)Nc1ccc(Cl)c(Cl)c1,-2,-7,-0.4,29,-12,i,2,-0.1,0,0.7
O=C1C=C(c2cccc3c2Oc2ccccc2S3)C[C@@H](c2ccc(Cl)cc2)C1,9,0,-0.6,.,7,0.8,.,-0.1,-4,1.3
COc1ccc2nc(C)cc(SCC(=O)NNC(=O)COc3cccc4ccccc34)c2c1,48,-11,-2.7,-2,-8,0.2,2,0.6,-1,.
COc1cccc(C(O)c2nc(-c3ccc(F)cc3OC)cs2)c1 (stereo unspecified),-1,.,.,.,13,-0.6,.,-0.5,-10,-4.3
CCOCCn1c(CN2CCN(CC)CC2)nc2c1c(=O)n(C)c(=O)n2C,-3,-13,-0.3,8,-2,i,-1,-1.0,4,0.7
CCc1cc2c(=O)n(CCCOC)c(SCC(=O)Nc3oc(C)c4c(C)n[nH]c(=O)c34)nc2s1,36,13,1.3,.,-10,i,.,-1.6,1,0.5
CC(Oc1ccc(-n2cnnn2)cc1)C(=O)O (stereo unspecified),-1,-8,3.0,4,1,-0.2,-5,0.3,0,1.0
CCCNc1c(NS(=O)(=O)c2c(F)c(F)c(F)c(F)c2F)c(=O)oc2ccccc12,5,0,1.1,13,10,-0.3,-5,-0.7,-2,0.9
O=C(Nc1ccc2c(c1)CCC2)C1CCN(c2c3c(nc4ncnn24)CCC3)CC1,18,-14,-0.5,25,9,-1.0,3,-0.2,-1,.
COc1cccc(-c2nc(CS(=O)(=O)CC(=O)N3CCN(C4CCCCC4)CC3)c(C)o2)c1,23,-16,0.2,15,-8,-0.2,-1,-0.3,-3,-0.4
CC(C)c1ccc(C(=O)Nc2cccnc2)cc1,-3,-4,-0.8,18,3,-0.3,-1,0.3,-10,1.9
CC1(C(=O)NS(=O)(=O)c2ccccc2Cl)CCN1C(=O)CC1CCCC1 (stereo unspecified),-9,.,.,.,14,0.1,.,-0.1,4,-0.1
Nc1nc(=O)n(C2CC(O)C(CO)O2)cc1Cl (stereo unspecified),.,.,.,.,1,.,.,-0.8,7,0.7
Cc1cccc(/C=N/NC(=O)c2cc3c(s2)-c2ccccc2CC3)c1,15,.,0.0,27,-4,i,-1,0.2,0,.
CC(C)(C)c1cc(C(=O)O)c(CN2CCCCC2)o1,6,-10,3.0,27,-8,i,-1,-0.9,-3,.
CCCn1c2ccccc2c2cnn(CC(=O)N3CCOCC3)c(=O)c21,6,-6,-0.6,-6,-1,i,2,-0.1,4,-0.5
O=C(NCc1ccco1)C1CC(c2c(Cl)cccc2Cl)=NO1 (stereo unspecified),9,-18,-0.5,13,0,i,-4,0.1,-8,-0.6
Cc1ccc(C(=O)NC(=S)Nc2ccc(Oc3ccc(Cl)cc3)cc2)cc1,-6,-4,-0.8,16,-14,i,5,-0.9,-10,.
SMILES,Yp Topo-I inh,PriA SSB inh,PfHsp40 yeast,VHR inh abs,CCHFV vOTU inh,BH1578 lux ind,3CLpro inhibitor,BoNT-A LC inh2,Anthrax LF prot,TcdB inh
CC(=O)c1cccc(NC(=O)N2CCCC(C(=O)c3cc(F)ccc3F)C2)c1 (stereo unspecified),9,-13,1.3,2,-9,-0.2,0,-0.1,-1,-0.4
CSCCC(NC(=O)c1ccccc1)C(=O)NCCCn1nc(C)cc1C (stereo unspecified),0,-8,2.3,.,11,0.4,.,0.5,-4,0.9
COc1cc(/C=C/C(=O)OCC(=O)NC(=O)NC23CC4CC(CC(C4)C2)C3)ccc1OCC#N,9,0,1.7,-10,-17,-0.3,2,-1.1,1,.
COc1ccc(-c2ccc(CN3C(CC(C)C)C(=O)N(Cc4cn(CC5CCCCC5)nn4)CCS3(=O)=O)cc2)cc1OC (stereo unspecified),25,.,.,.,1,-0.4,.,-0.1,1,1.4
CCSc1nnc(NC(=O)C2CCN(S(=O)(=O)c3ccccc3C(F)(F)F)CC2)s1,5,1,1.8,-4,-2,-2.1,5,-1.3,0,.
CCN(c1ccccc1)S(=O)(=O)c1ccc(Cl)c(NC(=O)CN2C(=O)NC3(CCCC3)C2=O)c1,19,1,0.3,15,1,i,6,-0.7,1,0.6
O=C1C(Cl)=C(NS(=O)(=O)c2ccc([N+](=O)[O-])cc2)C(=O)c2ccccc21,-4,16,-0.2,-8,18,-0.5,12,-1.3,-5,-0.7
CC1CCCCN1C(=O)COC(=O)c1cc([N+](=O)[O-])ccc1N1CCOCC1 (stereo unspecified),0,-1,1.5,.,-6,i,.,?,-3,1.0
CCOc1cc(S(=O)(=O)NCC2OCCc3ccccc32)c(OCC)cc1-n1cnnn1 (stereo unspecified),22,-18,0.6,2,-8,-7.7,-3,2.3,-3,.
Cc1ccc(NC(=O)N(Cc2cccs2)Cc2cc3cc4c(cc3[nH]c2=O)OCO4)cc1,.,.,.,4,-18,.,0,.,.,0.0
O=C(Nc1ccc2nc(-c3cccs3)[nH]c2c1)c1ccco1,-5,0,-0.3,22,10,i,2,-0.6,-1,.
CCOC(=O)c1nn(-c2cccc(OC)c2)c2nc(CC)c(C#N)c(=O)n12,-3,-19,-0.8,-11,-15,-0.8,5,-0.4,-2,-0.2
Cc1cccc(NP(=O)(Oc2ccccc2F)Oc2ccccc2F)c1,29,-19,10.0,10,-5,-0.3,2,1.7,-5,-0.1

# Some of these compounds in order of heavy-atom count, lowest first:
SMILES,Yp Topo-I inh,PriA SSB inh,PfHsp40 yeast,VHR inh abs,CCHFV vOTU inh,BH1578 lux ind,3CLpro inhibitor,BoNT-A LC inh2,Anthrax LF prot,TcdB inh
O=C(Nc1ccc2nc(-c3cccs3)[nH]c2c1)c1ccco1,-5,0,-0.3,22,10,i,2,-0.6,-1,.
CSCCC(NC(=O)c1ccccc1)C(=O)NCCCn1nc(C)cc1C (stereo unspecified),0,-8,2.3,.,11,0.4,.,0.5,-4,0.9
CCSc1nnc(NC(=O)C2CCN(S(=O)(=O)c3ccccc3C(F)(F)F)CC2)s1,5,1,1.8,-4,-2,-2.1,5,-1.3,0,.
Cc1ccc(NC(=O)N(Cc2cccs2)Cc2cc3cc4c(cc3[nH]c2=O)OCO4)cc1,.,.,.,4,-18,.,0,.,.,0.0

# Screening data as filed in PubChem BioAssay.
